# Screening data (PubChem)
# EphA4 KYL inhibition: EphA4 ligand-binding antagonists – biochemical, colorimetric, mouse EphA4, primary screen (AID 689); EphA4-AP binding to KYL peptide, pNPP A405; higher % means a stronger effect; inhibition, % at 10 µM, or IC50 in µM where a hit was titrated; 62,000 compounds, 0.1% hits; in the data active means a potency from the dose series; inactive means the rest, 99 in 100 with inhibition below about 22%
# An asterisk follows results filed as active.
SMILES,EphA4 KYL inhibition
c1ccc(CC2=NCCN2)cc1,-5%

# The list is partial; the hit share may differ from the screen's.
